ALOX12 inh – inhibitors of human 12S-lipoxygenase ALOX12; P18054; purified 12hLO, xylenol orange hydroperoxide absorbance; Potency, µM (top dose mostly 108 µM), for the others: at the highest dose activity change, negative = inhibition, most hits filed as inhibitors; hit rate 1.1% among 580,000; also: % is scaled to controls: 0 for no effect and ±100 for the full control effect
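Purified human 12hLO at 150 nM in 25 mM Hepes, 0.01% Triton X-100, pH 7.0, preincubated 15 min at room temperature with compound. Reaction started with 40 uM arachidonic acid, 30 min at room temperature. Hydroperoxide measured by Fe-xylenol orange, 573/405 nm absorbance ratio.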
Vif-APOBEC3G blk – inhibitors of Vif-APOBEC3G interaction. HeLa A3G-eYFP + Vif (tagged APOBEC3G with the HIV-1 protein that degrades it), YFP fluorescence, overnight. Potency, µM (doses to about 46.1 µM), inactives show at the highest dose activity, negative = active, most hits filed as inhibitors. hit rate 0.076% among 410,000. AID 602310;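 also: % is scaled to controls: 0 for no effect and ±100 for the full control effect; nearly all actives have a fitted effect of over 60% in size; hits raise eYFP signal because A3G escapes Vif-driven loss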
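Read-out is eYFP fluorescence (Ex 488/Em 500-530) from Vif-expressing HeLa A3G-eYFP cells; more signal means A3G escaped Vif-mediated degradation. Cells plated overnight, compound pinned in, incubated overnight at 37 deg C.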
RGS4 inh – blocks human RGS4-accelerated GTP hydrolysis; P49798; Transcreener GDP fluorescence polarization, RGS4-accelerated GTP hydrolysis; Potency, µM (highest dose often 114 µM), inactives show top-dose activity change, negative = inhibition, usual class: inhibitors; hit rate 0.039% among 390,000; AID 504845; also: % is scaled to controls: 0 for no effect and ±100 for the full control effect; nearly all actives have a fitted effect of over 75% in size; some results filed as inactive show a strong effect at the top dose
Target sequence (P49798 whole entry, looked up): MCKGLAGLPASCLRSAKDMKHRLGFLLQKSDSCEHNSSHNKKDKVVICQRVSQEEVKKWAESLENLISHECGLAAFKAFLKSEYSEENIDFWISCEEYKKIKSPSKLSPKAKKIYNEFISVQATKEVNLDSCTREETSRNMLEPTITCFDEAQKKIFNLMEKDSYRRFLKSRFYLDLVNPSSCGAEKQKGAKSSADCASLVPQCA
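MLSMR compounds (23 nl, pin-transferred) preincubated 10 min at room temperature with a 500nM (2x) first reagent, then RGS4 at 900nM (2x) plus Transcreener GDP mix added; fluorescence polarization (620/688 nm) read before and after 90 min at 30 °C.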
USP1 inh – inhibitors of human USP1/UAF1 deubiquitinase. O94782. Potency, µM (highest dose often 57.1 µM), for inactives: at the highest dose activity change, negative = inhibition, actives largely listed as inhibitors. recombinant USP1/UAF1, Ub-Rhodamine cleavage fluorescence. hit rate 0.23% among 390,000; also: % is scaled to controls: 0 for no effect and ±100 for the full control effect; nearly all actives have a fitted effect of over 60% in size; inactives centre near -12
Target sequence (O94782 whole entry, looked up): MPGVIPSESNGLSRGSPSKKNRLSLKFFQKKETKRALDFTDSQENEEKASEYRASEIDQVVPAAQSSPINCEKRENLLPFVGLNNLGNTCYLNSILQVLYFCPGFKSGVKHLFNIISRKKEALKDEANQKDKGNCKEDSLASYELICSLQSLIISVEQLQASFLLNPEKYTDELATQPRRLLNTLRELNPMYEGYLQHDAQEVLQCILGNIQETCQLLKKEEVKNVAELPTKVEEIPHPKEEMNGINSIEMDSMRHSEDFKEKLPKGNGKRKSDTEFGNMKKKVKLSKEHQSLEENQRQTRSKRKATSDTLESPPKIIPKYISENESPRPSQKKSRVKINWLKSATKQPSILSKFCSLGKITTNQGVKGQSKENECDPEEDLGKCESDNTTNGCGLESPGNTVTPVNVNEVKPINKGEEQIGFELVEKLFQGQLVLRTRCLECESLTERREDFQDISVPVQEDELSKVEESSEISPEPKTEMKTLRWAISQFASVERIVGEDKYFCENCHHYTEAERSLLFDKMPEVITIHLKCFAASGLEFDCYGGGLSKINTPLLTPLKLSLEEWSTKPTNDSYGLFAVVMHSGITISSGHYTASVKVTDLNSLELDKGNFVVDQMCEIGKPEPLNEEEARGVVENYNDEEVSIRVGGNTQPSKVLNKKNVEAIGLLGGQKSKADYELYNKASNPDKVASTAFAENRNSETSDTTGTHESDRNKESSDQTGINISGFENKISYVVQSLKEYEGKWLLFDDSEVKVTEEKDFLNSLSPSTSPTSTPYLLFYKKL
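USP1/UAF1 complex at 1 nM was preincubated with compound for 15 min at room temperature, then Ub-Rho substrate (150nM final) was added. Fluorescence (480/540 nm) was read kinetically, 6 reads every 60 seconds.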
Vif-A3F inh – inhibitors of Vif-A3F interaction | HeLa A3F-eYFP + Vif (tagged APOBEC3F with the HIV-1 protein that degrades it), YFP fluorescence increase | Potency, µM (doses to about 46.1 µM), without a hit: at the top dose activity, negative = active | hit rate 0.2% among 390,000 | AID 602313; also: % of control where 0% means no effect; nearly all actives have a fitted effect of over 65% in size
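HeLa cells stably expressing A3F-eYFP plus Vif, plated and incubated overnight at 37 deg C, then exposed to compounds overnight at 37 deg C. Blocked degradation read as raised yellow fluorescence (Ex 488/Em 500-530).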
TrxR1 substrate – rat thioredoxin reductase 1 substrate activity | AID 588456 | purified TrxR1 substrate turnover, NADPH consumption readout | O89049 | hit rate 0.01% among 390,000 | Potency, µM (highest dose often 114 µM), for the others: at the highest dose activity change, negative = substrate turnover; also: % is scaled to controls: 0 for no effect and ±100 for the full control effect; nearly all actives have a fitted effect of over 50% in size
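Rat TrxR1, dispensed at 90 nM, was prereduced with 400 uM NADPH (final) for 5 min at ~22 deg C, then incubated with compound 15 min before 400 uM selenite. A first-read NADPH fluorescence drop versus no-compound background flagged substrates.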
IDH1 R132H inh – blocks human mutant IDH1 R132H enzyme. O75874. Potency, µM (doses to about 76.6 µM), for the others: at the highest dose activity change, negative = inhibition, hits mostly inhibitors. hit rate 0.093% among 390,000. IDH1-R132H enzyme, NADPH consumption, diaphorase/resazurin fluorescence; also: % is scaled to controls: 0 for no effect and ±100 for the full control effect; nearly all actives have a fitted effect of over 65% in size
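IDH1-R132H (0.5 ug/mL dispensed) in pH 7.5 Tris buffer was preincubated 30 min with compound, then given a substrate mix of 0.016 mM NADPH and 2 mM alpha-KG for 80 min at room temperature; remaining NADPH was read by diaphorase/resazurin fluorescence.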
RXFP1 agonist – RXFP1 (human) receptor agonism. hit rate 0.3% among 370,000. Q9HBX9. Potency, µM (series often up to 57.5 µM), inactives show at the top dose activation, most hits filed as activators. AID 2676. HEK293T-RXFP1 cAMP TR-FRET, 30 min; response scale: percent of porcine relaxin response, buffer zero; also: % is scaled to controls: 0 for no effect and ±100 for the full control effect; nearly all actives have a fitted effect of over 60% in size; many of its hits are not listed in these tables
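cAMP rise read by TR-FRET after 30 min, 37C compound exposure (up to 58 uM) in RXFP1-transfected HEK293 cells with Ro 20174 present. EC50 from Hill-equation fits, with 29 nM porcine relaxin as 100% and buffer as basal.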
TrxR1 inh – inhibitors of rat thioredoxin reductase 1 | O89049 | recombinant rTrxR1, NADPH fluorescence consumption, selenite substrate | Potency, µM (highest dose often 114 µM), without a hit: top-dose activity change, negative = inhibition, usual class: inhibitors | hit rate 1% among 390,000; also: % is scaled to controls: 0 for no effect and ±100 for the full control effect; nearly all actives have a fitted effect of over 65% in size
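Rat TrxR1 (90 nM in the dispensed reagent) was pre-reduced with 400 uM NADPH for 5 min at room temperature, then incubated with compound for 15 min. After 400 uM selenite was added, NADPH fluorescence (Ex 340/Em 450 nm) was followed for 8 min.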
* = called active by the depositor; i = inactive; ? = inconclusive; / = no result given; [ ] = dose if it differs, or a comment. Calls follow the shape of the dose curve; as a rule, active = well fitted curve in the direction sought with a large enough effect; inconclusive = small, poorly fitted or top-dose-only effect, or another doubt; inactive = no such curve, though single readings can be large; an effect the other way counts as inactive or inconclusive. Potency is read from the fitted curve at half-maximal effect. Not all compounds are listed, so the mix of outcomes need not match the whole.

SMILES	ALOX12 inh	Vif-APOBEC3G blk	RGS4 inh	USP1 inh	Vif-A3F inh	TrxR1 substrate	IDH1 R132H inh	RXFP1 agonist	TrxR1 inh
COc1ccc(CNC(=O)c2c(O)nc3cc(C)ccn3c2=O)cc1	-18.4%	3.6%	-10.5%	-21.2%	1.8%	2.7%	-9.7%	1.2%	3.7%
Cc1ccc(S(=O)(=O)CCc2nc3ccccc3[nH]2)cc1C	-11.0%	-0.4%	-15.7%	-8.3%	1.5%	7.0%	6.9%	-1.7%	18.3%[57.1 µM]
O=C(C1CCCCC1)N1C[C@@H](n2cc(-c3ccc(F)cc3)nn2)[C@H](O)C[C@@H]1c1ccc(Cl)cc1	8.8%	-8.3%	/	-24.8%	-16.9%	/	-1.6%	/	/
Cc1cc(C)n(Cc2ccc(Cl)c(Cl)c2)c(=O)c1S(=O)(=O)c1ccccc1	-3.1%	0.3%	23.4%	-5.1%	-2.1%	-2.5%	4.9%	18.6%	-6.1%
CCOC(=O)c1c(C)[nH]c(C(=O)OCC(=O)N(CC(C)C)C2CCS(=O)(=O)C2)c1C (stereo not given)	0.2%	1.5%	20.0%	-5.5%	-5.3%	1.2%	-2.6%	0.2%	25.8%
O=C(Nc1ccccc1)C(Cc1ccccc1)N1Cc2ccccc2C1=O (stereo not given)	-14.1%	0.7%	2.5%	2.0%	7.4%	-7.4%	-6.6%	4.0%	7.0%
CCN(CCCNC(=O)CSc1cc(=O)n(C)c2ccccc12)c1ccccc1	-5.4%	-3.0%	-7.0%	-23.5%	0.8%	20.2%	23.1%	7.8%	-11.8%
COc1ccc(-c2cc(-c3c(O)c(OC)c4occc4c3OC)[nH]n2)cc1	?	0.2%	-20.0%	-13.0%	-1.1%	-0.7%[57.1 µM]	0.3%	0.1%	-13.2%[57.1 µM]
Cc1ccccc1OCCC(=O)OCC(=O)Nc1ccc(N2CCOCC2)cc1	1.8%	-0.8%	-28.7%	-11.4%	13.1%	0.8%[57.1 µM]	0.8%	-1.6%	15.3%[57.1 µM]
Oc1ccc(N=Nc2ccccc2)o1	26.5%	-25.6%	-26.3%	-20.4%	-3.8%	-10.9%	-8.7%	-0.5%	31.6µM*
Clc1ccccc1CN1CCN(c2ncccn2)CC1	?	-0.1%	-5.2%	-18.6%	3.0%	-5.8%[57.1 µM]	3.1%	1.6%	8.2%
CC(C)(C)NC(=O)C1CCN(C(=O)c2ccc(-c3ccccc3)cc2)CC1	-2.8%	-0.1%	0.8%	-18.8%	-1.7%	-2.6%	0.4%	0.3%	6.9%
Cc1[nH]c(=O)c(C#N)c(C)c1CCC(=O)NCc1ccc(Cl)cc1	0.0%	0.6%	16.7%[56.9 µM]	-1.8%	0.5%	1.7%	1.9%	-1.3%	1.2%
COCCn1c(-c2ccc3ccccc3c2)nc2c1c(=O)[nH]c(=O)n2CC(C)C	-2.4%	-1.4%	-39.0%	-7.1%	0.1%	155.0%[activator]	-3.0%	0.1%	105.4%[activator]
COC(=O)C1=C(C)N(C)C(=O)NC1c1ccc(O)c(OC)c1 (stereo not given)	1.5%	-0.1%	9.8%	-24.9%	1.1%	-1.1%	-9.6%	0.2%	-1.5%
CC(=O)NCCOc1nc(N(C)C)nc(N(C)C)n1	-4.4%	-0.2%	21.3%	-7.0%	-10.0%	5.4%	0.4%	0.4%	13.7%
Cc1ccc(S(=O)(=O)N2CCN(C(=O)COC(=O)c3cccnc3Cl)CC2)c(C)c1	?	5.4%	-17.9%	-21.9%	-4.4%	2.6%	8.8%	-0.3%	14.2%
Cc1c(-c2ccccc2)[n+](=O)c2c(n1[O-])CCCCC2	2.1%	-0.4%	5.0%	-9.3%	0.4%	8.8%	11.7%	2.5%	19.8%
CCC(C)[C@H](NC(=O)C1CC(=O)N(c2ccc3c(c2)OCCO3)C1)C(=O)NC1CCCC1 (stereo not given in full)	6.7%	-0.7%	5.3%	-22.1%	-10.1%	1.5%	-5.8%	0.2%	20.8%
O=c1c2ccccc2cnn1Cc1n[nH]c(=S)n1-c1cc(Cl)cc(Cl)c1	?	0.6%	-13.9%	1.9%	0.9%	-0.8%	-1.5%	15.5%	?
Cc1ccc(NC(=O)N2CCCn3c(SCC(=O)c4ccccc4)nnc32)cc1	14.9%	0.7%	-0.7%	-10.0%	7.1%	1.2%	8.3%	0.0%	29.8%
CN(CC(=O)Nc1ccccc1Br)C(=O)c1cccnc1Nc1cccc(C(F)(F)F)c1	0.0%	-14.2%	-6.1%	-18.4%	?	-13.4%	4.4%	2.9%	-3.3%
O=C(CCCn1c(=O)c2sccc2n(Cc2c(F)cccc2Cl)c1=O)NCc1ccccc1	0.8%	/	9.1%	-18.6%	/	6.0%	/	9.4%	14.2%
Cn1c(=S)[nH]c2scc(-c3cccs3)c2c1=O	?	-18.6%	-48.3%	-12.0%	-4.5%	-5.2%	-4.3%	?	-66.2%
CCCCN(CCCNC(=O)c1ccc(Sc2ccc(Cl)cc2)c(NC(C)=O)c1)c1ccccc1	?	2.8%	-16.3%	-16.8%	0.6%	-0.6%[57.1 µM]	-9.7%	12.6%	24.0%[57.1 µM]
Additional entries follow:
SMILES	ALOX12 inh	Vif-APOBEC3G blk	RGS4 inh	USP1 inh	Vif-A3F inh	TrxR1 substrate	IDH1 R132H inh	RXFP1 agonist	TrxR1 inh
Cc1nc(SCC(=O)O)c(C#N)c(-c2ccco2)c1C(=O)N(C)C	-12.6%	-2.4%	13.0%	-9.7%	8.1%	-19.0%	-0.8%	2.3%	-26.3%
O=S(=O)(NCC1CCCO1)c1ccc(-c2ccc(Cl)cc2)cc1 (stereo not given)	-9.5%	-1.0%	-2.4%	-20.5%	9.1%	3.2%	-3.7%	0.9%	24.1%
CC(Cc1ccccc1)C(=O)N1CCN(C)CC1 (stereo not given)	-1.8%	-0.1%	4.4%	?	6.5%	2.0%	3.3%	3.6%	11.7%
O=C(O)C1C2CCC(C2)C1C(=O)NCc1ccccn1 (stereo not given)	6.4%	0.1%	-22.7%	-13.5%	-4.3%	-3.3%	5.6%	1.3%	4.5%
COc1ccc(-c2nc(=S)c3c(n2CCN2CCOCC2)CC(C)(C)OC3)cc1	?	-0.1%	-3.8%	-16.5%	-12.7%	1.1%[57.1 µM]	-0.2%	2.5%	15.7%[57.1 µM]
Cc1nc(SCC(=O)Nc2ccccc2C)cc(-c2ccccc2)n1	0.0%	1.1%	4.1%	-7.3%	0.3%	-0.9%	-1.0%	?	8.4%
Cc1ccc(C(=O)N2N=C(c3ccccc3O)CC2c2ccccc2)cc1 (stereo not given)	0.0%	0.7%	5.0%	-1.7%	-1.6%	-8.8%	14.2%	3.2%	-0.1%
CCOc1ccccc1NC(=O)NNC(=O)c1ccc2ccccc2c1	i	-12.5%	-25.5%	-20.4%	-1.8%	-1.9%	1.5%	0.9%	9.2%
CC1CCCN(C(=O)COC(=O)c2n[nH]c3ccccc23)C1 (stereo not given)	10.4%	1.0%	43.8%	-9.5%	7.6%	20.5%	3.8%	1.2%	6.1%
COc1ccc(N2CCN(C(=O)C3CCCO3)CC2)cc1 (stereo not given)	-11.5%	-0.7%	29.9%	-0.7%	-4.3%	3.1%	9.9%	0.1%	6.0%
Clc1c(CSc2nc3ccccc3o2)nc2sccn12	24.0%	-0.9%	-22.4%	-10.3%	-0.2%	7.7%[57.1 µM]	3.2%	3.0%	27.5%
Cc1ccc2[nH]c(=O)c(CN(Cc3cccs3)S(=O)(=O)c3ccc4c(c3)OCCO4)cc2c1	-30.6%	-0.4%	?	-2.8%	0.6%	8.3%	-4.6%	-0.2%	30.2%[activator]
Cn1c(=O)c2sccc2n2c(CCCC(=O)NCCc3ccc(S(N)(=O)=O)cc3)nnc12	-0.3%	-0.4%	1.5%	-11.1%	-5.4%	14.3%	-5.1%	28.2µM*	27.5%
O=C(CN(Cc1ccc(F)cc1)C(=O)CNS(=O)(=O)c1ccc(F)cc1)NCC1CCCO1 (stereo not given)	0.2%	-1.2%	-22.4%	1.3%	-2.9%	-2.5%	8.0%	6.2%	16.7%
CC(C)CNC(=O)CSc1ccc(S(=O)(=O)N(C)C2CCCCC2)cn1	15.0%	-1.1%	15.2%	-10.2%	0.2%	-7.9%	3.4%	-0.2%	1.8%
NNC(=O)c1oc2nc(-c3ccc(Cl)cc3)cc(-c3ccccc3)c2c1N	i	-6.0%	-6.6%	?	?	1.7%	-15.8%	0.0%	15.6%
Cc1ccc(-n2nc(C(=O)Nc3ccc(F)cc3F)c3c4ccccc4n(C)c3c2=O)cc1	-14.3%	/	14.8%	-19.0%	/	-8.8%	/	-2.5%	0.1%
Cc1cccc(/C=N/NC(=O)c2ccc(NC(=O)c3ccc(Cl)cc3)cc2)n1	1.4%	?	-30.9%	-8.6%	0.3%	5.5%	5.0%	-0.3%	12.0%
COc1cc(NC(=O)CCn2c(=S)[nH]c3ccccc3c2=O)cc(OC)c1OC	0.1%	-1.0%	/	-15.5%	-3.8%	/	-4.6%	/	/
Cc1ccccc1NC(=O)CSc1nc(-c2ccccc2)cc(=O)[nH]1	?	4.0%	13.6%	-20.1%	-16.0%	6.0%	6.7%	1.6%	18.5%
CCOc1ccc(CN(C)C(=O)CNC(=O)c2ccc(Br)o2)cc1OC	-1.5%	-6.7%	-25.4%	-17.5%	17.5%	4.4%	7.2%	1.9%	8.8%[0.457 µM]
